PKM2 activator – qHTS Assay for Activators of Human Muscle isoform 2 Pyruvate Kinase; Pyruvate kinase PKM (Homo sapiens), P14618; purified PKM2, Kinase-Glo ATP luminescence, activation; response scale: 0% is enzyme alone, no compound; Potency, µM (doses to about 57.5 µM), inactives show at the top dose activation, most hits filed as activators; hit rate 0.34% among 260,000; AID 1631, 2009; further: potency means the concentration at half of the fitted maximal effect; on the % scale 0 is the no-effect control and ±100 the full control effect; nearly all actives have a fitted effect of over 55% in size
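hPK-M2, >95% pure; 0.1 mM ADP / 0.5 mM PEP final; imidazole pH7.2 buffer w/ 7 mM MgCl2, 50 mM KCl; 1 h RT; Kinase-Glo lum. Intermediate enzyme activity for dual inhibitor/activator qHTS.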
BCR signal inh – qHTS Assay to Find Inhibitors of Chronic Active B-Cell Receptor Signaling; ABC-DLBCL IkBa-CBG/CBR reporter, luminescence ratio, 4 h; Potency, µM (top dose mostly 46.1 µM), for the others: at the top dose ratio change, negative = lower green/red ratio, actives largely listed as inhibitors; hit rate 0.05% among 340,000; active means well fitted inhibition curve with a large enough effect in the signal ratio, with a control signal flat, not every such curve was filed as active; inconclusive means small, poorly fitted or top-dose-only effect, or effect the other way, or a change in a side signal; the % refers to the signal ratio;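 further: potency means the concentration at half of the fitted maximal effect; plate controls were basal doxycycline-induced cells for no effect and cells given 10 µM MG132 for full effect; MG132 reads +100%, hits lower the ratio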
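Concentration-response series (up to 46 uM) were applied to TMD8 dual-reporter cells for 4 h at 37C with doxycycline. Green/red ratio, after filter-overlap correction, defined %Activity; red signal alone was normalised to basal cells and zero luminescence.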
B2AR arrestin – qHTS assay of beta-arrestin-biased ligands of beta2-adrenergic receptor. Beta-2 adrenergic receptor (Homo sapiens), P07550. beta-arrestin recruitment to beta2AR, cell-based reporter. hit rate 0.02% among 330,000. Potency, µM (top dose mostly 46.1 µM), for the others: top-dose activation, actives largely listed as activators;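 further: potency means the concentration at half of the fitted maximal effect; 0% = DMSO controls and full agonism = EC100 isoproterenol or metaproterenol; nearly all actives have a fitted effect of over 65% in size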
GALK inh – qHTS Assay for Inhibitors of Human Galactokinase (GALK) | P51570 | Purified GALK, Kinase-Glo residual ATP luminescence | Potency, µM (doses to about 57.5 µM), inactives show at the highest dose activity change, negative = inhibition, most hits filed as inhibitors | hit rate 0.007% among 270,000 | AID 1868, 2009; further: potency means the concentration at half of the fitted maximal effect; on the % scale 0 is the no-effect control and ±100 the full control effect
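GALK at 5 nM final was combined with compound, 35 uM ATP and 100 uM galactose in HEPES pH8.0 with MgCl2 and DTT. The reaction ran one hour at room temperature before luminescent ATP detection.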
Tb PFK inh – qHTS Assay to Find Inhibitors of T. brucei phosphofructokinase. ATP-dependent 6-phosphofructokinase (Trypanosoma brucei brucei), O15648. T. brucei PFK, ADP-Glo luminescence. Potency, µM (doses to about 57.5 µM), for inactives: top-dose activity, negative = inhibition, usual class: inhibitors. hit rate 0.17% among 330,000. AID 485367, 2010;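 further: potency means the concentration at half of the fitted maximal effect; 0% = uninhibited 1x PFK enzyme wells and -100% = no-enzyme wells; nearly all actives have a fitted effect of over 60% in size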
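PFK 1.25 nM, F6P 0.5 mM, ATP 0.1 mM, 0.1 M TEA pH 8.0, 5 mM MgCl2, 0.01% Tween20, 0.1% BSA; 45 min RT. ADP-Glo readout. qHTS titration up to 57 uM; curves fitted, compounds curve-classed.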
TSG101-PTAP inh – qHTS Assay for Iinhibitors of HIV-1 Budding by Blocking the Interaction of PTAP/TSG101 | Fluorescence polarization, FITC-PTAP peptide / Tsg101 binding | Potency, µM (doses to about 115 µM), without a hit: at the top dose activity change, negative = inhibition, hits mostly inhibitors | 340,000 tested, under 10 active; active means well fitted inhibition curve with a large enough effect in the main read-out, with a control signal flat, not every such curve was filed as active; inconclusive means small, poorly fitted or top-dose-only effect, or effect the other way, or a change in a side signal; inactive means no such curve, though single readings can be large or run the other way; further: potency means the concentration at half of the fitted maximal effect; % of control where 0% means no effect
Target sequence (Q99816 whole entry, looked up): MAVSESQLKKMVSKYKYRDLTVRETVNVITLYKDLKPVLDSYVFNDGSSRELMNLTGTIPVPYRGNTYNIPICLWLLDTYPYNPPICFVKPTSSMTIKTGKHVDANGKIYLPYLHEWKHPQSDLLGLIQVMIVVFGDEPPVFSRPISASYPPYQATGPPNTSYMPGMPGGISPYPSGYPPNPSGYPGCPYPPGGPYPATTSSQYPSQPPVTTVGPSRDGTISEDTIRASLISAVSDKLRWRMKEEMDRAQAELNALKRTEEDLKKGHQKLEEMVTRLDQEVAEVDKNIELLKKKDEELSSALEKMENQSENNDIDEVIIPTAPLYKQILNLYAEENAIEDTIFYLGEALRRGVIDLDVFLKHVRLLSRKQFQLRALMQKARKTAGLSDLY
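Fluorescence anisotropy tracks displacement of a FITC-tagged PTAP peptide (50 nM) from the Tsg101 binding domain (10 uM), following a 20 min room-temperature incubation at pH 7.5.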
Coupling enz – qHTS Assay for Inhibitors of Fructose-1,6-bisphosphate Aldolase from Giardia Lamblia: Coupling assay counterscreen. coupling enzyme system counterscreen, AmpLite Red fluorescence. activity change, negative = inhibition, % at 58.2 µM, hits read low. hit rate 0.67% among 290,000; in the data active means activity change below about -30%; further: on the % scale 0 is the no-effect control and ±100 the full control effect
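Compounds tested against the coupling enzymes alone at 57.5 uM final; readout was AmpLite Red fluorescence (525/598 nm) after 20 min at RT.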
Menin-MLL TR inh – qHTS Assay for Inhibitors Targeting the Menin-MLL Interaction in MLL Related Leukemias: Competition With Texas Red Labeled MLL-derived Mutant Peptide; AID 1768, 2009; hit rate 0.23% among 270,000; Menin + Texas Red MLL mutant peptide, fluorescence polarization; Potency, µM (series often up to 61.6 µM), inactives show top-dose FP activity change, negative = inhibition, usual class: inhibitors; active means well fitted inhibition curve with a large enough effect in the polarisation, with a control signal flat, not every such curve was filed as active; inconclusive means small, poorly fitted or top-dose-only effect, or effect the other way, or a change in a side signal; inactive means no such curve, though single readings can be large or run the other way; the % refers to the polarisation; further: potency means the concentration at half of the fitted maximal effect; % of control where 0% means no effect; many of its hits are not listed in these tables
Target sequence (O00255 whole entry, looked up): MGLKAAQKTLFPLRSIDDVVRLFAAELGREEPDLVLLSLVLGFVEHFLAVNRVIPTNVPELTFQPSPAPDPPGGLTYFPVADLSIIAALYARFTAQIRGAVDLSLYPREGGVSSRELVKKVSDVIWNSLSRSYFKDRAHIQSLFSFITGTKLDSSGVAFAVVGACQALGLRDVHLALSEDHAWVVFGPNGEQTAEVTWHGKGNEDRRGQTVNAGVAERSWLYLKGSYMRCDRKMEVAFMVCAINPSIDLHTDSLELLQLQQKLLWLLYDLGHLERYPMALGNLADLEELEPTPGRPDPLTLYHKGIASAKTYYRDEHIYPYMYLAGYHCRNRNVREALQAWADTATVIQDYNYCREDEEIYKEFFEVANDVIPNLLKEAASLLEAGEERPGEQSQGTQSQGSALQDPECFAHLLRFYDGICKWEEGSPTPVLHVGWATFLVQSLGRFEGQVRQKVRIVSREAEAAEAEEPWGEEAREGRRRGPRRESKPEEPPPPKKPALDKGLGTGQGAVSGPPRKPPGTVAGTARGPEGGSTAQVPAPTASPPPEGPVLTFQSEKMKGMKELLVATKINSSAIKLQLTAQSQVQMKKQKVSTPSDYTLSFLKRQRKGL
S-ASM inh – Inhibitors of Secretory Acid Sphingomyelinase (S-ASM): qHTS; Sphingomyelin phosphodiesterase (Homo sapiens), P17405; placental ASM, HMU-PC fluorogenic substrate, 60 min; Potency, µM (titrated, usually from 57.5 µM), for inactives: at the top dose activity change, negative = inhibition, most hits filed as inhibitors; hit rate 0.006% among 340,000; further: potency means the concentration at half of the fitted maximal effect
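Fluorescence read-out (Ex 386 nm, Em 447 nm) after stopping the reaction at pH 10. Enzyme: ASM from human placenta; substrate HMU-PC0, 9 uM final; 60 min, 37 °C. Compound preincubation 10 min, ambient temperature.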
Giardia killer – Small Molecules that selectively kill Giardia lamblia: qHTS | hit rate 0.15% among 340,000 | activity change, % at 7.66 µM, hits read low | AID 540267, 2011 | Giardia lamblia trophozoite viability; in the data active means activity change below about -80%; inconclusive means between about -30% and that limit;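 further: parasites exposed to compound for two days anaerobically before the ATP read; on the % scale 0 is the no-effect control and ±100 the full control effect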
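Giardia trophozoites, 100 cells per well, were exposed to compounds for 48 hrs at 37 deg C under anaerobic conditions; viability was then read as ATP content by bioluminescence after 15-30 min at room temperature.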
Integrin act MD – qHTS for Activators of Integrin-Mediated Alleviation for Muscular Dystrophy | Potency, µM (titrated, usually from 38.3 µM), without a hit: top-dose activation, actives largely listed as activators | AID 624291, 2012 | alpha7betagal myoblasts, beta-gal FDG fluorescence, 48 h | hit rate 0.064% among 350,000;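 further: potency means the concentration at half of the fitted maximal effect; 100% = response of the positive control SU9516; nearly all actives have a fitted effect of over 60% in size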
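alpha7betagal+/- myoblasts (passage 13, 250/well) treated 48 h at 37C with compounds at 1:260 dilution of DMSO stock. Lysed, then beta-galactosidase activity read as FDG fluorescence (ex 480/em 540) after 30 min, with pre-read for autofluorescence.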
* hit, by the source's call; ? = inconclusive; · = not tested or not shown; [ ] = dose if it differs, or a comment. Unless noted, the call rests on the fitted dose curve; in most records, active means well fitted curve in the direction sought with a large enough effect; inconclusive means small, poorly fitted or top-dose-only effect, or another doubt; inactive means no such curve, though single readings can be large; an effect the other way counts as inactive or inconclusive.

structure,PKM2 activator,BCR signal inh,B2AR arrestin,GALK inh,Tb PFK inh,TSG101-PTAP inh,Coupling enz,Menin-MLL TR inh,S-ASM inh,Giardia killer,Integrin act MD
COc1cc2c(cc1OC)C(C)N(C(=O)c1cc3c(C)cc(C)cc3[nH]1)CC2 (stereo not drawn),1%,?,0.4%,4%,1%,-4%,·,·,-24%,3,0%
CCOc1ccc(C(=O)NCCNC(=O)c2ccc(OCC)cc2)cc1,-1%,-1%,-0.2%,4%,-7%,-5%,0,29%,-1%,0,-26%
C[C@@H]1CN([C@@H](C)CO)C(=O)c2cccc(NC(=O)c3nc4ccccc4s3)c2O[C@@H]1CN(C)CC1CC1,·,-1%,4.8%,·,10%,1%,·,·,-7%,-7,-4%
O=C(N/C(=C\c1ccco1)C(=O)N1CCCC1)c1cccs1,13%,-1%,-0.2%,2%,0%,-11%,-4,1%,4%,-4,-1%
Cc1occc1-c1nnc(SCC(=O)c2cc3ccccc3oc2=O)o1,-7%,?,3.8%,-1%,0%,-4%,-4,?,6%,-5,-14%
Cn1c(=O)cc(OCCCC(=O)NCc2ccc3c(c2)OCO3)c2ccccc21,2%,8%,-1.3%,-1%,0%,-1%,-2,-16%,-3%,-2,6%
COc1cc2c(cc1OC)CN(c1ncccc1[N+](=O)[O-])CC2,·,?,0.8%,0%,7%,-10%,1,-12%,-3%,-1,-6%
CC(=O)c1c(C)nc2ccc([N+](=O)[O-])cc2c1-c1ccccc1,-4%[11.5 µM],?,-1.0%,4%,-1%,0%,3,10%,-1%,1,-45%[inhibitor]
COc1ccccc1CNC(=O)c1n[nH]c2ccccc12,-12%,?,-0.3%,·,-7%,-6%,-7,·,3%,-26,4%
O=C(COC(=O)[C@@H]1CC(O)CN1S(=O)(=O)c1ccccc1[N+](=O)[O-])Nc1ccc2ccccc2c1 (stereo partly drawn),15%,-1%,-2.6%,1%,-1%,-1%,2,?,-13%,1,-34%
Cc1cc(C(=O)NCCc2ccc(S(N)(=O)=O)cc2)c(C)o1,0%,1%,-0.8%,0%,5%,-3%,0,16%,9%,2,0%
O=C(NCC1OCCCN1S(=O)(=O)c1ccc(F)cc1)C(=O)NC1CCCC1 (stereo not drawn),2%,0%,-0.2%,4%,-3%,1%,·,·,1%,13,-10%
O=C1c2ccccc2N[C@@H]2C=CC[C@@H]2N1O,·,1%,-0.7%,·,3%,0%,·,·,-2%,8,-4%
O=C(Cc1c(C(=O)O)[nH]c2ccccc12)NC1CCCC1,3%,-2%,0.2%,-1%,6%,0%,6,-2%,3%,-1,3%
COc1cccc(NC(=O)NCc2c(-c3ccccc3)noc2C)c1,-4%,?,-0.2%,-3%,0%,-2%,1,·,5%,-7,-15%
COC(=O)CN(c1ccccc1C)S(C)(=O)=O,9%,-1%,-0.3%,-3%,2%,-1%,2,0%,2%,10,-14%
CC(C)n1nc(C(=O)NCCc2ccc(S(N)(=O)=O)cc2)c2ccccc2c1=O,-3%,-1%,0.0%,6%,-3%,1%,1,1%,2%,-1,16%
O=c1cc(-c2ccco2)oc2ccc(Cl)cc12,11%,?,-0.3%,-1%,-3%,-4%,1,1%,2%,0,13%
CC(C)(C)c1ccc(/C=N/n2cnnc2)cc1,-49%,-9%,-0.2%,-3%,0%,-1%,1,8%,-1%,-6,14%
CC(C)NC(=S)Nc1ccc2[nH]c(=O)[nH]c2c1,-1%,4%,-1.2%,0%,-7%,0%,-9,-1%,3%,11,5%

Additional results follow:
structure,PKM2 activator,BCR signal inh,B2AR arrestin,GALK inh,Tb PFK inh,TSG101-PTAP inh,Coupling enz,Menin-MLL TR inh,S-ASM inh,Giardia killer,Integrin act MD
C=CCNC(=O)c1ccc2nc(-c3ccccc3)c(-c3ccccc3)nc2c1,1%,4%,-0.2%,-6%,2%,-5%,·,1%,14%,12,-2%
NC(=Nc1ccc(Cl)cc1)c1ccccc1,1%,7%,-0.2%,1%,-4%,2%,-2,5%,2%,9,0%
N#Cc1cc(C(=O)Cc2ccccc2)c[nH]1,1%,?,0.5%,-3%,-3%,-3%,2,11%,-1%,-10,28%
O=c1ccn(CCCBr)c(=O)[nH]1,1%,-4%,0.1%,-1%,0%,-6%,4,·,4%,-6,-14%
NC(=O)c1nn(CC(=O)Nc2ccc3c(c2)OCO3)cc1[N+](=O)[O-],-28%,1%,0.0%,3%,-2%,-3%,-1,2%,6%,0,?
COc1cccc(C2NC(=O)NC(O)(C(F)(F)F)C2C(=O)c2cccnc2)c1OC (stereo not drawn),4%,0%,0.1%,6%,3%,-8%,4,1%,6%,-13,0%
CCc1nnc(NC(=O)C2Cc3ccccc3CN2S(=O)(=O)c2cccs2)s1 (stereo not drawn),-3%,?,-0.3%,-2%,-7%,0%,-5,-4%,-4%,1,-12%
O=C(CCc1nc2ccccc2c(=O)[nH]1)OCc1ccccc1F,-6%,?,-0.2%,0%,0%,-4%,1,9%,2%,-3,-6%
NS(=O)(=O)c1ccc(NC(=O)C2COc3ccccc3O2)cc1 (stereo not drawn),0%,-27%,0.0%,-4%,21µM*,0%,3,·,0%,2,28%
CC(=O)c1ccc(NC(=O)CSc2ccc3nnc(-c4ccccn4)n3n2)cc1,10%,0%,0.4%,-2%,?,-5%,-1,1%,4%,-6,-6%
COc1cccc(NC(=O)c2ccc(S(=O)(=O)N3CCCC3)cc2)c1,·,?,-0.1%,-5%,0%,1%,0,25%,-4%,6,-7%
CCCc1c(C(=O)N/N=C/c2ccco2)nnn1-c1nonc1N,·,-7%,-0.2%,0%,-14%,-3%,2,9%,-1%,-6,-3%
CCn1nc(C)c(/C=N/NC(=O)c2ccc3c(c2)c(C)c(C)n3Cc2ccccc2)c1C,5%,2%,-0.3%,-1%,?,-9%,0,-6%,-21%,48[activator],-3%
CC1=NN(c2ccccc2)C(=O)C1C(=O)c1ccc(Cl)cc1 (stereo not drawn),-1%,?,-1.0%,-7%,0%,3%,6,·,-4%,-21,-5%
COc1cc(OC)c(-c2nn3c(-c4ccncc4)nnc3s2)cc1OC,9%,?,-0.2%,-1%,0%,·,0,-11%,·,·,·
Cc1ccccc1C(=O)N1CCc2cc(-c3nc(NC(=O)Cc4ccc5c(c4)OCO5)sc3C)ccc21,-6%,7%,-0.5%,0%,3%,-3%,2,-5%,0%,1,-3%
Cc1ccc(C(=O)N/N=C2\CCSC2)cc1[N+](=O)[O-],9%,-2%,-0.6%,2%,-5%,-1%,0,-3%,2%,5,9%

Part of the list above in order of molecular weight, rising:
structure,PKM2 activator,BCR signal inh,B2AR arrestin,GALK inh,Tb PFK inh,TSG101-PTAP inh,Coupling enz,Menin-MLL TR inh,S-ASM inh,Giardia killer,Integrin act MD
N#Cc1cc(C(=O)Cc2ccccc2)c[nH]1,1%,?,0.5%,-3%,-3%,-3%,2,11%,-1%,-10,28%
O=c1ccn(CCCBr)c(=O)[nH]1,1%,-4%,0.1%,-1%,0%,-6%,4,·,4%,-6,-14%
Cc1ccc(C(=O)N/N=C2\CCSC2)cc1[N+](=O)[O-],9%,-2%,-0.6%,2%,-5%,-1%,0,-3%,2%,5,9%
CCCc1c(C(=O)N/N=C/c2ccco2)nnn1-c1nonc1N,·,-7%,-0.2%,0%,-14%,-3%,2,9%,-1%,-6,-3%
NS(=O)(=O)c1ccc(NC(=O)C2COc3ccccc3O2)cc1 (stereo not drawn),0%,-27%,0.0%,-4%,21µM*,0%,3,·,0%,2,28%

These rows are one share of the data; count on the stated rates, not on these rows.
